# Dynein transport – blocks dynein driven cargo transport along microtubules; AID 1381; 3617.4 mouse cells, GR-EGFP nuclear translocation imaging; test concentration mostly 20 µM; stimulated with dexamethasone, 1 µM; stronger effect = lower value; 0.47% of 220,000 active; z-score, hits read low;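 active = plate z-score of nuclear minus cytoplasmic receptor signal below a set negative limit, without overly bright fluorescence or cell loss, cut at about -3.5 in these data, passing the limit was not always enough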;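 also: z-score of nuclear minus cytoplasmic ring GR-EGFP intensity difference per well; some compounds called inactive have numbers as strong as hits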
#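 Buffer or medium: tet-free medium with charcoal-stripped serum / Also added: dexamethasone agonist, 1.0 µM final, for 30 min / Timing: induction 48 h, compound 1 h, agonist 30 min / Measured by: high-content fluorescence imaging after fixation / Read-out: nuclear-to-cytoplasmic GR-EGFP distribution per well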
# PMI inhibitors – MPI enzyme activity inhibition – biochemical, fluorescence intensity, coupled assay, primary screen (AID 1209) | purified PMI enzyme, coupled fluorescence intensity; higher % means a stronger effect | inhibition, % at 20 µM; hits with a dose series show IC50 in µM | 0.42% of 190,000 active;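 also: plate controls were DMSO vehicle for no effect and wells lacking substrate for full effect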
# Ins promoter up – MIN6 insulin promoter up-regulation; MIN6 insulin promoter-GFP reporter, high-content imaging; stronger effect = higher value; z-score at 5 µM; 0.3% of 190,000 active;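 active = z-score above 3 at 5 µM with at least 500 cells counted in the well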
# MT stabilizer – stabilizes microtubules in HeLa cells; HeLa tubulin immunostaining HCS, 24 h; share of cells brighter than vehicle mean+2SD; % tubulin-high responders, % at 10 µM; 0.83% of 200,000 active; AID 2205;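 active = plate Z-score above 3 for both tubulin-high and condensed-nucleus cell shares, with cell loss under 80%, at 10 µM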;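 also: anti alpha tubulin signal scored within the nucleus-defined area of each cell; some results filed as inactive read as strong as hits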
# WT yeast gro inh – growth inhibition of WT yeast, mitochondrial fusion screen; mitochondrial fusion phenotypic screen, WT strain; inhibition, % at 10 µM; 2.1% of 190,000 active; AID 1362; in the data active = inhibition above about 58%; tested in S. cerevisiae
# human PMI inhibitors – human PMI inhibitors, high substrate, primary screen, biochemical, fluorescence intensity, high mannose 6-phosphate (AID 1220) | recombinant PMI enzyme, coupled fluorescence intensity; higher % means a stronger effect | inhibition, % at 20 µM; hits with a dose series show IC50 in µM | 0.66% of 190,000 active
# Autophagy mod – alters autophagy in cells; MEF GFP-LC3 puncta imaging; test concentration mostly 10 µM; calls only at 10 µM (by protocol); 0.98% of 190,000 active;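 active = percentage of spot-positive cells more than 3 SD above its plate mean, without a fluorescence outlier flag or 80% toxicity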;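 also: spot-positive cell cutoff set from DMSO-treated cells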
# Yfh1-off respiration – mitochondrial function rescue without frataxin homolog – Friedreich's ataxia, plus single-dose screen, dose response (AID 1465) | S. cerevisiae Yfh1-off respiration, WST-1 reduction, 72 h; higher fold induction means a stronger effect | fold induction at 50 µM; hits with a dose series show EC50 in µM | 0.074% of 220,000 active;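 active = fold induction of absorbance versus untreated yeast above a set limit, then at least 30% activation at any dose in follow-up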;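 also: activators that raise dye reduction in frataxin-depleted yeast; strong numbers were not always called active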
# b-catenin transl – alters nuclear translocation of beta-catenin in HeLa cells; immunofluorescence imaging; nuclear translocation activity, % at 5 µM; 0.3% of 190,000 active;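 active = nuclear translocation activity above 50% at 5 µM, with a well cell count of 50 or more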;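 also: per-cell ratio of nuclear to cytoplasmic median beta-catenin stain intensity; plate controls were DMSO negative control for no effect and GSK-3 inhibitor IX positive control for full effect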
#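 Test system: HeLa cells, endogenous beta-catenin; Compound: single 5 µM dose plus 0.02–20 µM confirmation series; Times: compound exposure 24 h at 37°C; Signal: fluorescence imaging of beta-catenin antibody stain plus DAPI; Read-out: % activation, nuclear-to-cytoplasmic median beta-catenin signal ratio per cell.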
# WT yeast gro inh mutant strain – also measured in WT yeast gro inh; calls as there; inhibition, %; mitochondrial fusion phenotypic screen, mutant strain inhibition
# Dynein transport cytoplasmic EGFP – second read-out of Dynein transport, no call of its own (marks repeat the call); z-score; measured here: cytoplasmic GR-EGFP intensity; stronger effect = higher value
# Dynein transport nuclear GR-EGFP – recorded beside Dynein transport, whose call it bears; z-score; measured here: nuclear GR-EGFP intensity;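 lower value marks the stronger effect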
# Dynein transport cell count – also measured in Dynein transport; calls as there; z-score; measured here: cell count per field
# Ins promoter up cell count – recorded beside Ins promoter up, whose call it bears; cell count; measured here: cytotoxicity, nuclei count;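 total cells summed across four imaged fields per well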
# b-catenin transl cell count 5 µM – further read-out of b-catenin transl, marked with its call; cell count; measured here: cell count, cytotoxicity flag
# MT stabilizer Hoechst-high % – also measured in MT stabilizer; calls as there; % Hoechst-high responders; measured here: nuclear condensation Hoechst responders;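 share of cells brighter than vehicle mean plus two SD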
# MT stabilizer cytotoxicity % – further read-out of MT stabilizer, marked with its call; toxicity, %; measured here: cytotoxicity by cell density;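 0% = mean cell density of plate MIN control wells and 100% = no cells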
# Autophagy mod cell loss 18 h – further read-out of Autophagy mod, marked with its call; toxicity, %; measured here: cell loss, nuclei count;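 cell loss after 18 h compound exposure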
# The depositor's hits bear a star; i = inactive; . = no result given; + = active, no number. Rule as the data show it, unless noted: active = inhibition above about 50%; inactive = the rest.
SMILES,Dynein transport,Dynein transport cytoplasmic EGFP,Dynein transport nuclear GR-EGFP,Dynein transport cell count,PMI inhibitors,Ins promoter up,Ins promoter up cell count,MT stabilizer,MT stabilizer Hoechst-high %,MT stabilizer cytotoxicity %,WT yeast gro inh,WT yeast gro inh mutant strain,human PMI inhibitors,Autophagy mod,Autophagy mod cell loss 18 h,Yfh1-off respiration,b-catenin transl,b-catenin transl cell count 5 µM
COC(=O)c1sccc1NC(=O)/C=C/c1ccc(Cl)cc1Cl,-0.652,-0.255,-0.658,0.58,0.8%,-0.22,1637,1.3,3.0,7.1,-10.2,-3.1,-4.4%,i,-5.2,i,-1.5,1109
Clc1cccc(-c2nnc(SC/C=C/c3ccccc3)n2Cc2ccco2)c1,-1.27,0.425,-0.722,-0.0415,29.9%,.,.,37.3*,14.1*,39.0*,54.9,13.9,9.9%,i,5.1,i,0.2,1159
COc1cccc(/C=C/C(=O)OCC(=O)Nc2ccc(Cl)c(S(=O)(=O)N(C)C)c2)c1,-0.853,-0.379,-0.496,1.13,10.3%,-0.14,1232,1.2,1.8,3.4,23.6,-12.4,12.2%,i,-3.1,i,1.4,1065
O=C(COC(=O)Cc1cccc(C(F)(F)F)c1)NCC1CCCO1 (stereo unspecified),2.13,0.27,2.37,-3.27,11.3%,0.06,1124,5.0,2.2,5.6,-9.7,-24.6,8.2%,i,31.5,i,.,.
CCOc1ccc(/C=N/n2c(SC)nnc(C(C)(C)C)c2=O)cc1,0.145,-0.0531,0.357,0.333,7.2%,1.2,1212,2.6,1.8,11.2,12.1,-4.3,8.9%,i,-0.6,i,-4.4,925
CCCCC(=O)NC(c1ccccc1Cl)c1c(O)ccc2ccccc12 (stereo unspecified),0.222,-0.199,0.238,-1.03,16.8%,-0.08,1401,1.7,2.2,12.7,-13.3,8.2,7.7%,i,11.9,i,1.3,1150
N#CC1=C(N)OC2=C(C(=O)CCC2)C1c1ccncc1 (stereo unspecified),0.691,-0.298,0.391,-0.514,-7.5%,0.62,1108,4.8,3.2,9.5,19.0,27.8,-10.4%,i,-10.1,i,-0.6,843
Cn1c(-c2cc3ccccc3oc2=O)nc2ccccc21,-0.682,-0.254,-0.612,0.739,.,0.36,1330,.,.,.,.,.,.,.,.,i,0.2,1254
CC(=O)c1ccc(NC(=O)C(Cc2ccccc2)n2cccc2)cc1 (stereo unspecified),-0.302,-0.25,0.459,0.264,.,0.23,1078,.,.,.,.,.,.,.,.,i,-0.5,1324
Cc1cc(-c2n[nH]c(=S)n2/N=C/c2ccc(Br)s2)n[nH]1,-0.876,-0.0243,-0.208,0.971,6.5%,.,.,2.4,2.1,11.1,9.5,9.1,-1.3%,i,16.6,i,0.7,887
CCSc1nc2sc3c(c2c2[n+]1CC(CBr)O2)CCCC3 (stereo unspecified),-0.332,-0.246,-0.0679,0.605,.,0.13,1013,.,.,.,.,.,.,.,.,i,1.0,1337
O=C(NCc1ccc2c(c1)OCO2)C1CCCN(C(=O)c2ccc(Cl)cc2)C1 (stereo unspecified),-0.0801,-0.00704,0.383,0.56,8.3%,-0.37,982,2.0,1.4,9.9,6.3,-9.1,3.8%,i,-2.1,.,-8.4,1328
O=C(/C=C\c1ccccc1)Oc1cccc2cccnc12,0.247,-0.161,0.305,-0.237,16.6%,0.49,1305,2.0,1.7,0.8,-10.2,22.8,51.9%*,i,1.2,i,-3.3,1061
O=[N+]([O-])c1cccc(/C=C/c2nc3ccc([N+](=O)[O-])cc3[nH]2)c1,0.794,-0.172,1.32,-1.09,2.8%,-1.41,1210,1.5,3.3,1.0,11.0,2.3,4.5%,i,20.6,i,-3.4,1415
CCNc1ccc(C2(O)C(=O)c3ccccc3C2=O)cc1,1.33,-0.331,0.401,-0.45,-2.9%,0.93,1259,3.1,2.7,7.2,3.4,-0.8,6.2%,i,-33.4,i,.,.
NC(=S)N/N=C/c1ccc(-c2ccc(Cl)c(Cl)c2)o1,-0.431,-0.0113,-0.233,1.94,-27.7%,-0.01,796,5.0,8.2,6.9,69.4*,60.8*,-53.7%,i,2.8,i,4.7,884
COc1ccc(CCNC(=O)CSCc2ccc(Cl)cc2)cc1OC,1.32,-0.203,0.723,-0.82,-8.1%,-0.22,1395,2.2,2.6,6.1,-19.9,-5.3,-11.6%,i,3.0,i,-4.4,538
CC(NC(=O)CSc1cccc(C(F)(F)F)c1)c1ccccc1 (stereo unspecified),0.0251,-0.211,0.322,-0.604,-1.3%,-0.02,1181,1.5,1.4,4.6,-23.0,-15.3,-8.1%,i,14.2,i,-4.1,569
CCc1ccc(NC(=O)C/C(C)=N/NC(=O)OCc2ccc(OC)cc2)cc1,-0.21,-0.257,-0.161,1.04,9.4%,-0.58,1532,3.2,1.9,2.0,7.1,1.1,-2.3%,i,12.1,i,0.6,1080
N#C/C(=C\C1CC2C=CC1C2)c1nc2ccccc2[nH]1 (stereo unspecified),-0.344,-0.0106,0.0407,0.188,10.2%,0.58,749,2.1,2.3,6.6,-60.2,-45.9,4.2%,i,14.6,i,0.9,923
CSCC[C@@H](Nc1nc(-c2ccccc2)nc2c1oc1ccccc12)C(=O)O,-1.53,-0.291,-1.29,0.97,-3.6%,-0.37,1904,3.0,1.4,3.6,10.2,-4.9,-8.7%,i,3.4,i,-0.8,1054
CCOC(=O)c1c(C)[nH]c2ccc(O)cc12,-0.195,-0.21,0.557,0.234,2.8%,-0.78,1141,2.5,2.8,4.9,0.4,-2.4,6.0%,i,-3.4,i,0.9,1188
CCOC(=O)C(=O)NC(C)c1ccccc1 (stereo unspecified),0.268,-0.225,0.00442,-0.0825,-24.0%,-0.05,1019,1.7,2.1,5.0,4.2,-7.0,-21.4%,i,10.9,i,-4.4,1142
C=CCSc1nc2c(cnn2-c2ccccc2)c(=O)n1N,-0.49,-0.115,0.197,-0.0595,.,0.27,997,.,.,.,.,.,.,.,.,i,-0.9,1255
Cc1ccccc1NCc1ccccc1O,0.275,-0.125,0.472,-0.0992,-3.1%,0.17,1214,4.5,1.8,2.1,-4.0,0.2,1.6%,i,8.3,i,6.7,1437
CCOC(=O)c1sc(N(Cc2ccccc2)C(=O)CSc2ncn[nH]2)nc1C,-0.0978,0.268,0.309,0.657,22.9%,.,.,1.2,1.4,7.9,-20.6,-18.4,15.6%,i,-14.1,i,-2.5,1154
Cc1c(Br)c([N+](=O)[O-])nn1CC(=O)Nc1nccs1,-0.262,-0.28,-0.15,-0.425,0.1%,-0.38,1358,3.3,2.7,7.3,-25.3,9.6,-4.7%,i,-1.9,i,-0.2,1122
CCOc1cc(CNCc2ccncc2)cc(Cl)c1OC,0.176,-0.308,-0.333,0.495,-19.6%,0.09,1175,1.9,2.6,6.8,-6.0,-5.3,-5.2%,i,-2.9,i,-1.1,603
CCN(CC)c1ccc(/C=C(\C#N)C(=O)NCc2ccccc2)cc1,0.215,-0.145,-0.0168,0.657,29.9%,0.21,1352,2.3,3.6,2.2,12.5,-8.9,12.3%,i,7.0,i,1.2,1065
COc1ccc(NS(=O)(=O)c2cc(NC(=O)c3nc4nc(C)cc(C)n4n3)ccc2C)cc1,-0.352,-0.366,0.314,-0.435,12.5%,1.04,1252,8.8,2.4,6.4,-15.0,1.2,4.5%,+,-0.3*,i,-3.7,1122
Cc1c(NC(=O)c2cc(-c3ccc(Cl)s3)nc3ccccc23)c(=O)n(-c2ccccc2)n1C,0.327,0.00765,0.538,0.339,2.3%,-0.71,1477,4.2,3.2,10.6,32.7,-7.0,8.0%,i,12.5,i,0.1,1358
CCn1c(C)nc2cc(C(=O)N/N=C/c3ccc(N4CCOCC4)cc3)ccc21,0.522,-0.0479,1.19,-2.04,11.8%,0.84,1235,3.8,2.3,5.6,22.0,7.7,16.0%,i,-4.1,i,-2.9,1086
COc1ccc(C(=O)CSc2nnc(CN3CCCCC3)n2-c2ccc(Cl)cc2)cc1OC,-0.555,-0.281,-0.608,0.608,13.8%,.,.,4.5,3.0,9.9,10.6,9.9,-3.3%,i,-2.1,i,-1.4,937
CSCCC(C(=O)NC1=NCCS1)N1C(=O)c2ccccc2C1=O (stereo unspecified),-0.0998,-0.23,-0.0832,1.6,4.8%,.,.,3.9,2.4,9.7,12.7,25.7,-1.2%,i,-3.7,i,.,.
CC(C)NS(=O)(=O)c1ccc(OCC(=O)Nc2ccccc2F)cc1,1.13,-0.175,0.575,0.197,2.4%,-0.07,1313,3.0,1.4,6.2,-12.7,-7.3,-4.4%,i,3.1,i,-1.0,1181
Clc1ccc(SCCOCCN2CCCCC2)cc1,-0.576,-0.325,-0.719,0.989,9.8%,0.11,1282,2.1,3.3,4.9,11.7,37.4,4.4%,i,-19.3,i,0.8,1147
CC(C)(C)NCc1cc(Br)ccc1OC1CCCC1,-0.676,-0.288,-0.279,0.384,9.7%,-1.05,1432,2.9,1.7,11.4,-5.3,5.1,-0.7%,i,-10.0,i,-1.0,1526
Cc1ccc(Cn2c(=O)c3c(nc4n3CCN4Cc3ccco3)n(C)c2=O)cc1,-1.05,-0.218,-0.382,1.13,-3.7%,0.39,1212,2.4,2.3,10.3,1.1,-14.3,2.8%,i,18.7,i,-1.0,1125
